High-throughput results: PubChem BioAssay, several laboratories
NS3 helicase inh: inhibitors of HCV NS3 helicase, primary screen, biochemical, Cy5 molecular beacon fluorescence; inhibition, % at 10.9 µM; NS3 helicase DNA unwinding; actives 0.56% (n = 290,000); AID 1800, 2009;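 active means inhibition above the mean of all tested compounds plus 3 SD, set per campaign, cut at about 35% in these data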;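 further: 0% = DMSO wells and 100% = thioflavine S control wells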
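Test system: hepatitis C virus NS3 helicase domain fragment enzyme. Also added: annealed dual-labelled DNA beacon duplex, ATP-started. Timing: 60 min unwinding reaction at 25 °C after ATP addition. Technique: Cy5 fluorescence. Measure: % inhibition of unwinding.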
IDE act: human IDE activators in live cells, primary screen, fluorescence polarization, HEK cells, FAbeta-B substrate. FAbeta-B cleavage; 0% vehicle, 100% cell-free pure enzyme wells. activation, % at 5.96 µM. actives 0.073% (n = 340,000). AID 493087, 2011;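 active means activation above the mean of all tested compounds plus 3 SD, set per screening campaign, cut at about 17% in these data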
SUMO HTRF inh: inhibitors of in vitro SUMOylation cascade, primary screen, biochemical, HTRF, uHTS. SUMO-conjugating enzyme UBC9 (Homo sapiens), P63279. HTRF SUMOylation assay, SAE1/SAE2 + UBC9. inhibition, % at 35 µM. actives 0.36% (n = 290,000). AID 2006, 2009; in the data active means inhibition above about 50%, passing the limit was not always enough; further: strong numbers were not always called active
Target sequence (P63279 whole entry, looked up): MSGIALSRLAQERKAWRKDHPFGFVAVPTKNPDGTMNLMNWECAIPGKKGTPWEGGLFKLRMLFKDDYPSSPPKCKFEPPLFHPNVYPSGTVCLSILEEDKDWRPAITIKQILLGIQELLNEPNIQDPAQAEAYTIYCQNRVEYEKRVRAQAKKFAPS
VIM-2 inh: VIM-2 metallo-beta-lactamase inhibitors, primary screen, biochemical, epi-absorbance readout, Pseudomonas aeruginosa enzyme | purified VIM-2, nitrocefin hydrolysis, epi-absorbance fluorescence | inhibition, % at 5.6 µM | actives 0.89% (n = 290,000);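 active means inhibition above the mean of all tested compounds plus 3 SD, cutoff set per screening run, cut at about 7.5% in these data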;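 further: red hydrolysis product quenches plate fluorescence so inhibitors raise well fluorescence; 0% = enzyme with DMSO and 100% = DMSO without enzyme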
IDE cell inh: human IDE inhibitors in live cells, primary screen, fluorescence polarization, HEK cells, FAbetaB substrate; Insulin-degrading enzyme (Homo sapiens), P14735; FAbetaB cleavage; inhibition, % at 5.59 µM; actives 0.41% (n = 320,000);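 active means percent inhibition above the average of all tested compounds plus 3 SD, set per screening campaign, cut at about 16% in these data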;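 further: IDE supplied by intact live HEK cells; FP after avidin binding of uncleaved biotin substrate so inhibition keeps polarization high; 0% = DMSO wells and 100% = 60 µM reference IDE inhibitor Ii1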
pCIP destab: p/CIP-EGFP fusion destabilizers, primary screen, fluorescence, F442A cells | decrease of EGFP signal, % at 10 µM | actives 0.01% (n = 290,000) | 16 h | Q05BA5 | AID 1984, 2009;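 active means EGFP signal decrease of at least 30% at 10 µM or well 3 SD below plate mean, unless failing retest; inactive means the rest, including hits failing retest or dose response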; further: some compounds called inactive have numbers as strong as hits; many of its hits are not listed in these tables
CRFBP-R2 block: antagonists of CRF-BP/CRF-R2 complex, primary screen, cell-based, HEK293, calcium dye fluorescence, uHTS; CRF-induced calcium fluorescence; inhibition, % at 11.8 µM; actives 0.59% (n = 350,000);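 active means inhibition of the ligand-induced calcium signal above about 50% at the single tested concentration, limit read from the data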
GalR3 antagonist: GalR3 antagonists in HEK293 cells, primary screen, cell-based, fluorescence readout | actives 0.44% (n = 360,000) | HEK293 GalR3-CNG cAMP membrane potential fluorescence; galR3 body fused to GalR1 C-terminus | Galanin receptor type 3 (Homo sapiens), O60755 | inhibition, % at 3 µM | AID 651719, 2012;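 active means inhibition above the screen-wide average plus 3 SD, cut at about 13% in these data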;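 further: forskolin and galanin both at EC90 stimulate the cells; cAMP rise reported by CNG channel membrane potential dye signal; 0% = forskolin plus galanin with DMSO and 100% = forskolin alone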
Target sequence (O60755 1-299 limits assumed): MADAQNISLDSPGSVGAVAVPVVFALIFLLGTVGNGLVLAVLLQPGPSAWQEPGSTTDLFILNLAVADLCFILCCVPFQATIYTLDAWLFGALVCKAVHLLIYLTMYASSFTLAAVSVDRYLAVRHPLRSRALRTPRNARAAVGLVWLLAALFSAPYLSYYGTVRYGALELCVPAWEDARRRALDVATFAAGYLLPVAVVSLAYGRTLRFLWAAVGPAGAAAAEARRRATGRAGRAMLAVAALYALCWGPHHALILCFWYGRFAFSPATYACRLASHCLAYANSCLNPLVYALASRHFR
IMP-1 inhibitor: IMP-1 metallo-beta-lactamase inhibitors, primary screen, biochemical, epi-absorbance readout, Pseudomonas aeruginosa enzyme; metallo-beta-lactamase IMP-1 (Pseudomonas aeruginosa); purified IMP-1, nitrocefin hydrolysis, epi-absorbance fluorescence; inhibition, % at 5.6 µM; actives 0.45% (n = 290,000);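 active means inhibition above the mean plus 3 SD of all compounds in the same screening run, cut at about 4.5% in these data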;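 further: 0% = IMP-1 with DMSO and 100% = DMSO wells lacking enzyme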
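assay system = purified recombinant IMP-1 metallo-beta-lactamase enzyme | schedule = 15 min preincubation plus 25 min reaction at 25 °C | signal = Epi-absorbance fluorescence, 480 nm excitation, 530 nm emission | read-out basis = percent inhibition from optical density relative to buffer-blank wells | controls = IMP-1 with DMSO as 0%, enzyme-free DMSO as 100%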
* hit, by the source's call; / = no result given.

NS3 helicase inh,IDE act,SUMO HTRF inh,VIM-2 inh,IDE cell inh,pCIP destab,CRFBP-R2 block,GalR3 antagonist,IMP-1 inhibitor,structure
4,5,5,0.8,3,-37,-5,-7,0.1,CCOc1ccc(N(CC(=O)Nc2cccc(C)c2)S(C)(=O)=O)cc1
3,10,88*,-4.3,4,-3,34,-1,0.7,Cc1[nH][nH]c(=O)c1C(c1ccc(-c2cccc(C(=O)O)c2)o1)c1c(C)[nH][nH]c1=O
12,11,10,-0.6,3,-6,-11,/,-1.2,CC(NC(=O)c1cc(S(=O)(=O)N2CCOCC2)cn1C)c1ccccc1 (centres undefined)
3,-5,21,-3.9,1,-6,4,2,-3.5,Cc1cc(C)n(S(=O)(=O)c2ccc3ccccc3c2)n1
/,-1,/,/,1,/,9,-3,/,CC1CC1C(=O)OCC(=O)Nc1ncc(Cl)cc1Cl (centres undefined)
-22,0,4,-3.1,6,11,12,0,1.0,CC(C)Cc1nc(C#N)c(N2CCC(C(N)=O)CC2)o1
/,-1,/,/,0,/,2,-3,/,N#C[C@@H]1N(Cc2ccccc2)C(=O)[C@H]2CC3C=CC21O3 (some centres undefined)
-2,0,-46,5.5,1,10,10,13*,-5.6,Cc1cc(NCCO)nc(-n2nc(C)cc2C)n1
4,2,-16,-2.9,0,-4,2,4,-3.2,COc1ccc(NC2SC(=O)N(CC(=O)O)C2=O)cc1 (centres undefined)
-8,0,13,-0.8,1,-4,7,-4,-0.8,CCOC(=O)c1ccccc1NC(=O)C1CSC2(C)CCC(=O)N12 (centres undefined)
/,3,/,/,1,/,-1,2,/,COc1cc(CCCN2CCNC[C@@H]2c2ccccc2)cc(OC)c1OC
6,-3,4,2.8,2,-7,-3,1,-0.5,CCOC(=O)n1c(=O)n(Cc2cccc(C)c2)c2ccccc21
-1,5,-1,0.8,9,-9,0,-5,-1.8,COc1ccc(Cn2c(-c3ccco3)nc3oc4ccccc4c(=O)c3c2=O)cc1
-19,-2,-25,-0.4,4,-6,-4,-4,-1.9,CCC(C)c1ccc(NC(=O)CN(C)CC(=O)Nc2cccc(OC)c2)cc1 (centres undefined)
1,2,3,-5.9,0,-9,16,0,0.5,Cc1cc(NC(=O)Nc2ccccc2)n(-c2ccccc2)n1
-3,-2,10,-4.1,8,-6,9,-9,-4.5,CCc1ccc(NC(=O)C(=O)NCCN2CCN(S(=O)(=O)c3ccccc3)CC2)cc1
/,-2,/,/,0,/,-15,0,/,COc1ccccc1NS(=O)(=O)c1cc(C(=O)NCC2CCCO2)ccc1C (centres undefined)
-2,0,-24,-4.0,13,-4,-6,-1,-2.9,Cc1ccc(C(=O)c2ccccc2C(=O)OCC(=O)Nc2ccc(SC(F)F)cc2)cc1
-3,-1,5,-4.4,1,-4,-9,-6,-4.9,COc1ccc(-n2cc(-c3ccccc3)[nH]c2=S)cc1
2,4,4,-2.8,8,-3,10,2,-2.5,O=C(NS(=O)(=O)c1ccccc1)c1ccccc1F

A portion taken from the entries so far, as a working copy:
NS3 helicase inh,IDE act,SUMO HTRF inh,VIM-2 inh,IDE cell inh,pCIP destab,CRFBP-R2 block,GalR3 antagonist,IMP-1 inhibitor,structure
-2,0,-46,5.5,1,10,10,13*,-5.6,Cc1cc(NCCO)nc(-n2nc(C)cc2C)n1
4,2,-16,-2.9,0,-4,2,4,-3.2,COc1ccc(NC2SC(=O)N(CC(=O)O)C2=O)cc1 (centres undefined)
-8,0,13,-0.8,1,-4,7,-4,-0.8,CCOC(=O)c1ccccc1NC(=O)C1CSC2(C)CCC(=O)N12 (centres undefined)
/,3,/,/,1,/,-1,2,/,COc1cc(CCCN2CCNC[C@@H]2c2ccccc2)cc(OC)c1OC
6,-3,4,2.8,2,-7,-3,1,-0.5,CCOC(=O)n1c(=O)n(Cc2cccc(C)c2)c2ccccc21
-1,5,-1,0.8,9,-9,0,-5,-1.8,COc1ccc(Cn2c(-c3ccco3)nc3oc4ccccc4c(=O)c3c2=O)cc1
-19,-2,-25,-0.4,4,-6,-4,-4,-1.9,CCC(C)c1ccc(NC(=O)CN(C)CC(=O)Nc2cccc(OC)c2)cc1 (centres undefined)
1,2,3,-5.9,0,-9,16,0,0.5,Cc1cc(NC(=O)Nc2ccccc2)n(-c2ccccc2)n1
-3,-2,10,-4.1,8,-6,9,-9,-4.5,CCc1ccc(NC(=O)C(=O)NCCN2CCN(S(=O)(=O)c3ccccc3)CC2)cc1
/,-2,/,/,0,/,-15,0,/,COc1ccccc1NS(=O)(=O)c1cc(C(=O)NCC2CCCO2)ccc1C (centres undefined)
-2,0,-24,-4.0,13,-4,-6,-1,-2.9,Cc1ccc(C(=O)c2ccccc2C(=O)OCC(=O)Nc2ccc(SC(F)F)cc2)cc1
-3,-1,5,-4.4,1,-4,-9,-6,-4.9,COc1ccc(-n2cc(-c3ccccc3)[nH]c2=S)cc1
2,4,4,-2.8,8,-3,10,2,-2.5,O=C(NS(=O)(=O)c1ccccc1)c1ccccc1F

(more compounds)
NS3 helicase inh,IDE act,SUMO HTRF inh,VIM-2 inh,IDE cell inh,pCIP destab,CRFBP-R2 block,GalR3 antagonist,IMP-1 inhibitor,structure
/,-3,/,/,8,/,7,-5,/,Cc1ccc(C(=O)OCC(=O)N(C)C2CCS(=O)(=O)C2)cc1S(=O)(=O)N1CCCCC1 (centres undefined)
4,-1,-18,-2.6,3,2,12,-4,-2.5,FC(F)(F)c1cccc(NC(=S)NCc2ccc(Cl)cc2)c1
-5,-2,0,-2.9,/,-10,5,-8,-2.6,COc1ccc(NC(=O)CCC(=O)NCc2ccco2)c([N+](=O)[O-])c1
3,-6,-19,-2.2,-3,8,1,4,-0.7,CCOC(=O)N1CCN(S(=O)(=O)c2ccc(F)c(C(=O)Nc3ccc(C(C)C)cc3)c2)CC1
-3,8,0,-3.6,3,-8,8,4,-3.4,CN(C)S(=O)(=O)c1cccc(C(=O)Nc2cc(Cl)ccc2O)c1
-5,2,3,-0.2,1,-24,-2,0,2.4,CCn1c(=O)cc(O)c2c(=O)n(C)c(=O)n(C)c21
/,3,/,/,9,/,-19,-3,/,CN(Cc1ccccc1)C(=O)COC(=O)c1cc(S(=O)(=O)N(C)C)ccc1N1CCCC1
0,7,19,-0.3,3,-13,1,-6,-0.3,NC(=O)CCCc1nc(-c2ccccc2Cl)no1
8,0,27,-2.1,2,0,6,-8,-3.8,O=c1cc(-c2ccccc2)[nH]c2nc3ccccc3n12
-2,0,21,-1.5,1,-14,13,-1,-3.2,Cc1ccc(NC(=O)c2cc(-n3cnnc3)ccc2Cl)c(C)c1
7,0,17,-2.0,-2,-3,-15,-2,-2.2,COc1ccc(OCC(=O)N/N=C(\C)CC(=O)Nc2ccc(NC(C)=O)cc2)cc1
-7,3,11,0.5,4,4,8,-5,0.3,C=CCN(c1ccccc1)S(=O)(=O)c1c(C)[nH]c(=O)[nH]c1=O
-5,-3,6,-0.4,4,5,3,-9,-1.4,COc1ccc(CCNC(=O)c2ccc3nc4cc(Cl)ccc4c(=O)n3c2)cc1OC
11,0,23,0.2,-7,-14,5,-6,-1.9,CN=c1scc(-c2ccc([N+](=O)[O-])cc2)n1/N=C/c1ccco1
/,-4,/,/,-1,/,0,-1,/,Clc1ccccn1
-6,-2,24,-3.4,11,-4,3,-7,-3.4,C=CCOC(=O)C1=C(C)Nc2nc3ccccc3n2C1c1ccncc1 (centres undefined)
-9,8,1,-3.0,-5,12,-8,0,-2.6,CCCCC(=O)Nc1ccc(C(=O)Nc2nc(CC(=O)OCC)cs2)cc1
-7,0,12,-0.8,4,-4,-44,-4,-0.2,Cn1c(CNC2CCCCC2)c(C#N)c2ccccc21
/,0,/,/,0,/,-1,-3,/,COC(=O)CCCNC(=O)c1ccc(S(=O)(=O)NCc2ccco2)cc1
-7,1,0,-2.6,/,-25,-1,-1,-2.0,COc1ccc(CCNC(=O)CN2CCC(n3nnc4cc(F)ccc43)CC2)cc1OC

Whole records as entered above. Order of values: NS3 helicase inh	IDE act	SUMO HTRF inh	VIM-2 inh	IDE cell inh	pCIP destab	CRFBP-R2 block	GalR3 antagonist	IMP-1 inhibitor
`O=c1cc(-c2ccccc2)[nH]c2nc3ccccc3n12` is listed with 8	0	27	-2.1	2	0	6	-8	-3.8
`CN(Cc1ccccc1)C(=O)COC(=O)c1cc(S(=O)(=O)N(C)C)ccc1N1CCCC1` is listed with /	3	/	/	9	/	-19	-3	/

Following part.
NS3 helicase inh,IDE act,SUMO HTRF inh,VIM-2 inh,IDE cell inh,pCIP destab,CRFBP-R2 block,GalR3 antagonist,IMP-1 inhibitor,structure
/,2,/,/,2,/,-6,-2,/,CN(C)C(=O)COC(=O)c1cccc(S(=O)(=O)N2CC3(C)CC2CC(C)(C)C3)c1 (centres undefined)
61*,-2,9,-2.2,5,-5,1,-3,-1.1,COc1ccc(/C=N/NC(=O)c2cccc(NC(=O)c3ccccc3Cl)c2)cc1
-7,5,11,-3.6,-5,-18,-3,-1,-3.2,Cc1c(C(=O)Nc2cccc(S(=O)(=O)N3CCCC3)c2)oc2ccccc12
0,3,13,0.0,/,-2,-16,0,-1.9,COc1ccc(/C=C2/C(=O)N(c3ccccc3)N=C2C)c(OC)c1
-1,-7,12,-2.7,-1,-8,8,-8,-3.5,O=C(CN1C(=O)CCSc2ccccc21)Nc1cccc(F)c1
/,-4,/,/,0,/,8,-4,/,Cc1ccc(C(=O)NCC(=O)OCC(=O)N2CC(C)OC(C)C2)cc1 (centres undefined)
-6,4,12,0.9,-3,-7,-1,-3,-1.7,COc1ccc2[nH]c(CN3CCC(n4nccc4NC(=O)C4CC4)CC3)c(C)c2c1
-1,3,-16,-2.8,1,-2,24,-5,-4.9,N#Cc1ccc(NC(=O)c2nc(-c3ccccc3)n(-c3ccccc3)n2)cc1
-8,0,5,-0.7,-1,-4,-4,-5,1.5,Cc1sc2ncnc(N(C)CCc3ccccn3)c2c1C
3,2,14,-0.6,6,3,-3,-5,-4.2,COc1ccc(-c2nnc3n2N=C(C)CS3)cc1OC
/,8,/,/,0,/,2,-5,/,CCCCNc1c(-c2ccc(Sc3ccc(OC)cc3)cc2)nc2cc(C)ccn12
9,5,12,-1.4,-5,-5,-1,-4,-1.7,CCOc1ccc(NC(=O)Cn2nnc(C(=O)NCc3ccc(OC)cc3)c2N)cc1
-6,5,-11,0.3,-6,10,-1,-3,-1.9,Cc1ccc(C(=O)CCC(=O)N2CCN(C(=O)c3ccco3)CC2)cc1
14,0,-20,0.3,2,6,7,-1,-2.4,CCCc1nnc(SCc2ccc(C(=O)OC)o2)n1N
-3,-50,4,-6.5,38*,-11,-4,-5,-1.2,O=c1c2ccccc2sn1-c1ccc(S(=O)(=O)N2CCCC2)cc1
